NPC1 prom act – qHTS Assay for NPC1 Promoter Activators; Potency, µM (series often up to 9.22 µM), for the others: at the top dose activation, usual class: activators; AID 485313, 2010; Huh7 NPC1 promoter luciferase reporter, 24 h; hit rate 2.4% among 320,000;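 further: potency means the concentration at half of the fitted maximal effect; % of control where 0% means no effect; nearly all actives have a fitted effect of over 60% in size; reporter is driven by a mutant NPC1 promoter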
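Stably transfected Huh7 (NPC1 promoter→luciferase), 1500 cells/well in Opti-MEM + 10% FBS, 2 h settle, then compound 24 h at 37 °C. Luminescence after 10 min with Amplite reagent.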
Menin MLL FP TR – qHTS Assay for Inhibitors Targeting the Menin-MLL Interaction in MLL Related Leukemias: Competition With Texas Red Labeled MLL-derived Mutant Peptide; O00255; Potency, µM (doses to about 61.6 µM), for the others: top-dose FP activity change, negative = inhibition, most hits filed as inhibitors; Menin + Texas Red MLL mutant peptide, fluorescence polarization; hit rate 0.23% among 270,000; AID 1768, 2009; active means well fitted inhibition curve with a large enough effect in the polarisation, with a control signal flat, not every such curve was filed as active; inconclusive means small, poorly fitted or top-dose-only effect, or effect the other way, or a change in a side signal; inactive means no such curve, though single readings can be large or run the other way; the % refers to the polarisation; further: potency means the concentration at half of the fitted maximal effect; % of control where 0% means no effect; many of its hits are not listed in these tables
FLuc counter – qHTS profiling assay for firefly luciferase inhibitor/activator using purifed enzyme and Km concentrations of substrates (counterscreen for miR-21 project); Luciferin 4-monooxygenase (Photinus pyralis), P08659; purified FLuc, Km substrates, luminescence inhibition; Potency, µM (series often up to 57.5 µM), without a hit: top-dose activity change, negative = inhibition, usual class: inhibitors; hit rate 6.9% among 360,000; AID 588342, 2011;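 further: potency means the concentration at half of the fitted maximal effect; plate controls were vehicle for no effect and reference inhibitor for full effect; nearly all actives have a fitted effect of over 55% in size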
Target sequence (P08659 whole entry, looked up): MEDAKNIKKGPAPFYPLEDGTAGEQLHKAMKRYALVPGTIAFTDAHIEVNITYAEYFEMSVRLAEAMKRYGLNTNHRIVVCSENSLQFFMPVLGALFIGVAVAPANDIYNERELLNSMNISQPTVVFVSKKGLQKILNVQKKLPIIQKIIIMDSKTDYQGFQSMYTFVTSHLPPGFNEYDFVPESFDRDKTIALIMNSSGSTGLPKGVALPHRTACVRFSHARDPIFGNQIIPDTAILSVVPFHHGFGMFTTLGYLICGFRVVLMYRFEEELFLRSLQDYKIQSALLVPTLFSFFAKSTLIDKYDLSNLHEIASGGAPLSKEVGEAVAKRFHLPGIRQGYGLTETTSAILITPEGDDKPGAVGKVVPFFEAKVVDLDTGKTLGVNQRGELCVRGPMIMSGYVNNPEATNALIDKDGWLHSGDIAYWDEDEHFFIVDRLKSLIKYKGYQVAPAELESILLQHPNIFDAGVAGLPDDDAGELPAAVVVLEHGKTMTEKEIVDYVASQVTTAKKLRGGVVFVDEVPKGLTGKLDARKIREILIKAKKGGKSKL
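Purified P. pyralis luciferase, 10 nM final, with Km-level 10 uM D-luciferin and 10 uM ATP in 50 mM Tris acetate pH 7.5, 10 mM Mg acetate, 0.01% Tween-20, 0.05% BSA; 6-point qHTS titration about 60 µM downward; luminescence read.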
RORg inh – qHTS for inhibitors of ROR gamma transcriptional activity; Nuclear receptor ROR-gamma (Mus musculus), P51450; Drosophila S2 Gal4-RORgamma UAS-luciferase reporter, 20 h; Potency, µM (top dose mostly 53.6 µM), for the others: at the top dose activity change, negative = inhibition, actives largely listed as inhibitors; hit rate 5.4% among 310,000; further: potency means the concentration at half of the fitted maximal effect; on the % scale 0 is the no-effect control and ±100 the full control effect; nearly all actives have a fitted effect of over 60% in size
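A Gal4/UAS one-hybrid system in insect cells: metallothionein-promoter Gal4–ROR gamma fusion plus Photinus luciferase reporter. Copper sulfate 700 uM final, 20 hr ambient incubation, luminescent detection after 10 min with reagent.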
ELG1 repair inh – qHTS screen for small molecules that inhibit ELG1-dependent DNA repair in human embryonic kidney (HEK293T) cells expressing luciferase-tagged ELG1. HEK293T ELG1-luciferase reporter, luminescence, 16 h; DNA damage induced by 5-fluorouridine. Potency, µM (highest dose often 46.1 µM), without a hit: at the highest dose activity change, negative = inhibition, actives largely listed as inhibitors. hit rate 2.3% among 330,000. AID 504467, 2011; further: potency means the concentration at half of the fitted maximal effect; on the % scale 0 is the no-effect control and ±100 the full control effect; nearly all actives have a fitted effect of over 55% in size
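HEK293T cells expressing luciferase-tagged ELG1 (2,000/well) received 5-Fluorouridine plus compound or DMSO for 16 hr at 37 °C. Luciferase was read by ONE-Glo luminescence after 30 min at room temperature.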
MBNL1 CUG block – qHTS Assay for Inhibitors of MBNL1-poly(CUG) RNA binding; Muscleblind-like protein 1 (Homo sapiens), Q9NR56; hit rate 0.036% among 280,000; TR-FRET MBNL1-His/biotin-(CUG)12 binding, 665/545 ratio; Potency, µM (top dose mostly 57.5 µM), for inactives: top-dose activity change, negative = inhibition, hits mostly inhibitors; active means well fitted inhibition curve with a large enough effect in the signal ratio, with a control signal flat, not every such curve was filed as active; inconclusive means small, poorly fitted or top-dose-only effect, or effect the other way, or a change in a side signal; inactive means no such curve, though single readings can be large or run the other way; the % refers to the signal ratio; further: potency means the concentration at half of the fitted maximal effect; on the % scale 0 is the no-effect control and ±100 the full control effect
Target sequence (Q9NR56 whole entry, looked up): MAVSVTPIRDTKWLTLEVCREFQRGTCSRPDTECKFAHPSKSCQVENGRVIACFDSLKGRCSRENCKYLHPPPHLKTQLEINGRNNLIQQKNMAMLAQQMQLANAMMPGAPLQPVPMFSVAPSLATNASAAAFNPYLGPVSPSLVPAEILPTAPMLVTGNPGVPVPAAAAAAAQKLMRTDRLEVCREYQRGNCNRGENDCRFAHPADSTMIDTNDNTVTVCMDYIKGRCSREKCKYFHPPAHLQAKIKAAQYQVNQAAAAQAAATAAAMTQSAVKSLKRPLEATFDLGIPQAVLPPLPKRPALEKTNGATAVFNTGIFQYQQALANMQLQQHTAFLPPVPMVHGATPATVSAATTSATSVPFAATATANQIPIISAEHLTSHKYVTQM
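Compound titration spanned 92 nM–58 uM against the MBNL1-His/biotin-(CUG)12 complex. After 60 min at room temperature with 5 nM streptavidin-XL665 and 0.055 ng/ul terbium anti-His, ratiometric 665/545 nm emission (Ex 340 nm) normalized to controls.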
Mito fusion act – qHTS Assay for Small Molecule Inhibitors of Mitochondrial Division or Activators of Mitochondrial Fusion; Potency, µM (doses to about 46.1 µM), without a hit: at the top dose growth rescue (activation), most hits filed as activators; S. cerevisiae fusion-defective mutant growth rescue, CellTiterGlo 48 h; hit rate 0.23% among 320,000;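 further: potency means the concentration at half of the fitted maximal effect; % of control where 0% means no effect; nearly all actives have a fitted effect of over 45% in size; temperature-sensitive fusion mutants such as fzo1-1 at 37 °C on non-fermentable ethanol glycerol medium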
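Yeast fusion mutant, YPEG (non-fermentable carbon), compound, 48 h at 37C non-permissive; CellTiterGlo added, 10 min RT, luminescence read. Rescued growth = division inhibition.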
Rab9 prom act – qHTS Assay for Rab9 Promoter Activators; Potency, µM (titrated, usually from 9.22 µM), without a hit: top-dose activation, negative = inhibition, hits mostly activators; hit rate 2.8% among 320,000; Huh7 Rab9 promoter-luciferase reporter, luminescence, 24 h; further: potency means the concentration at half of the fitted maximal effect; % of control where 0% means no effect; nearly all actives have a fitted effect of over 60% in size
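Promoter activation is measured as luciferase luminescence in Huh7 cells stably transfected with a Rab9 promoter–luciferase construct, following 24 h compound exposure at 37 °C and 10 min reagent incubation at ambient temperature.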
PKM2 act – qHTS Assay for Activators of Human Muscle isoform 2 Pyruvate Kinase; purified PKM2, Kinase-Glo ATP luminescence, activation; response scale: 0% is enzyme alone, no compound; Pyruvate kinase PKM (Homo sapiens), P14618; Potency, µM (doses to about 57.5 µM), without a hit: at the highest dose activation, most hits filed as activators; AID 1631, 2009; hit rate 0.34% among 260,000; further: potency means the concentration at half of the fitted maximal effect; on the % scale 0 is the no-effect control and ±100 the full control effect; nearly all actives have a fitted effect of over 55% in size
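ATP formation by purified human PK-M2, quantified via coupled luciferase luminescence after 1 h at room temperature with 0.1 mM ADP and 0.5 mM PEP final.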
VP16 counter – VP16 counterscreen qHTS for inhibitors of ROR gamma transcriptional activity; Drosophila S2 Gal4-VP16 UAS-luciferase, luminescence, 20 h; hit rate 3.5% among 310,000; AID 2546, 2010; Potency, µM (titrated, usually from 53.6 µM), without a hit: at the top dose activity, negative = inhibition, actives largely listed as inhibitors;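 further: Gal4-VP16 expression switched on by copper sulfate through the metallothionein promoter; potency means the concentration at half of the fitted maximal effect; on the % scale 0 is the no-effect control and ±100 the full control effect; nearly all actives have a fitted effect of over 50% in size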
KCNH2 3.1 inh – qHTS for Inhibitors of KCHN2 3.1: Mutant qHTS; U2OS KCNH2 3.1, thallium flux FluxOr; active compounds read low; activity change, % (tested at about 1.8 µM); hit rate 0.95% among 340,000;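 active means maximum activity change below -70%; inconclusive means maximum activity change from -70% to -50%; inactive means maximum activity change above -50%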;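 further: thallium influx rate constant from kinetic fluorescence after stimulation buffer; on the % scale 0 is the no-effect control and ±100 the full control effect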
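FluxOr-based Tl+ influx in U2OS cells transduced with KCNH2 3.1 virus; rate constants normalized to DMSO controls.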
An asterisk follows results filed as active; ? = inconclusive; . = no result given; & = joins results of further samples; [ ] = dose if it differs, or a comment. Unless noted, the call rests on the fitted dose curve; in most records, active means well fitted curve in the direction sought with a large enough effect; inconclusive means small, poorly fitted or top-dose-only effect, or another doubt; inactive means no such curve, though single readings can be large; an effect the other way counts as inactive or inconclusive. Not all compounds are listed; rates above refer to the full screens.

SMILES	NPC1 prom act	Menin MLL FP TR	FLuc counter	RORg inh	ELG1 repair inh	MBNL1 CUG block	Mito fusion act	Rab9 prom act	PKM2 act	VP16 counter	KCNH2 3.1 inh
Cn1c(NCc2ccco2)nc2c1c(=O)n(Cc1ccc(Cl)c(Cl)c1)c(=O)n2C	-1%	6%	10%	?	-10%	15%	14%	-10%	?	-2%	-13
CCc1c(C)nc2nc(SCc3ccccc3)[nH]n2c1=O	1%	7%	-19%	?	2%	-2%	7%	0%	.	?	12
CC(Oc1ccc(Cl)cc1Cl)C(=O)Nc1cccnc1 (stereo unspecified)	0%	5%	-6%	?	?	?	8%	0%	0%	?	-13
CCOC(=O)/C(C#N)=C/c1cccc([N+](=O)[O-])c1	-2%	10%	-3%	17%	0%	?	0%	-6%[1.84 µM]	-2%	-8%	18
COc1ccc([C@@H]2C[C@H]3CN(Cc4ccccc4OC)C(=O)[C@]34CCCN24)cc1C	-2%	14%	-1%	-6%	?	1%	7%	0%	2%	1%	-21
CCCCCc1ccc(-c2cn(CCCOCc3ccccc3)nn2)cc1	3%	-2%	-1%	-10%	-7%	5%	-5%	-2%	-1%	-8%	.
CCCCOc1ccc(N2C(=O)CC(N(O)c3ccccc3)C2=O)cc1 (stereo unspecified)	10%	3%	3%	?	?	11%	2%	11%	8%	2%	-2
Nc1nc(N2CCN(c3ccccc3)CC2)n[nH]1	-2%	2%	-2%	-3%	?	-8%	7%	0%[1.84 µM]	-5%	11%[10 µM]	-17
CC(CC(=O)O)CC(=O)Nc1cccc([N+](=O)[O-])c1 (stereo unspecified)	-4%	6%	-3%	16%	?	20%	-6%	12%	6%	4%	-3
Cc1ccc(Nc2c(-c3cccnc3)nc3ccc(Br)cn23)cc1	-5%	-3%	1%&2%	-8%	-5%	4%	-4%	4%	5%	2%	5
OCCNCCOCCOc1ccccc1-c1ccccc1	0%	-22%	0%	-12%	1%	-3%	-9%	-2%	0%	-5%	0
COCCn1c(-c2cccs2)nc2c(c(=O)c3ccccc3n2C)c1=O	-4%	?	-9%	-6%	-16%	-4%	5%	-3%	2%	-13%	.
Cc1ccc(C(=O)OCC(=O)N2CCc3ccccc32)cc1	?	?	6µM*	13%	?	14%	5%	?	1%	-5%	-5
CCN1C(=O)c2cccc3c(NC(=O)C(C)(C)C)ccc1c23	2%	-5%	4%	6%	?	?	3%	-5%	-2%	13%	-17
O=C(c1ccco1)N1N=C(c2ccncc2)CC1(O)C(F)(F)F (stereo unspecified)	-5%	-21%	-2%	10%	3%	3%	3%	1%	12%	2%	-11
CCCC(=O)Nc1cc2c3c(c1)CC(=O)N3CCC2	-2%	13%	0%	-3%	?	-6%	11%	-2%	.	6%	-8
O=C(c1ccccc1)n1ccc2ccccc21	17%	-3%	?	42%	?	2%	-1%	?	-3%	7%	0
COC1=CC(=O)CC(C)C12Oc1c(Cl)c(OC)cc(OC)c1C2=O (stereo unspecified)	-3%	2%	3%	0%&0%	19%	-9%	1%	-3%	9%	-11%&1%	17
Cc1cc(C)n2nc(SCc3cc(=O)oc4cc(C)c(C)cc34)nc2n1	0%	1%	0%	-17%	23%	-1%	0%	13%	-9%	-5%	.
COc1ccc(N2C(N)=NC(N)=NC23CCCC3)cc1	1%	14%	11%	3%	-3%	-4%	-3%	-2%	-10%	0%	-4
O=C(Cn1c(=O)sc2ccccc21)NCc1ccco1	0%	2%	0%	1%	?	5%	3%	5%	-4%	24%	35
O=C(Cn1nnc(-c2cc(C(F)(F)F)cc(C(F)(F)F)c2)n1)NNC(=S)Nc1ccc(Cl)cc1	-4%	.	0%	?	-2%	.	?	6%	-1%	?	-1
O=C(c1nc2ccccn2c1CN1CCN(c2ccccc2O)CC1)N1CCCC1	-2%	?	0%	14%	-5%	1%	2%	-5%	-11%	-19%	-15
COc1ccc(NC(=O)CSc2nc3c(sc4ccccc43)c(=O)n2CCCN2CCCC2)cc1	-6%	.	2%	?	4%	3%	-6%	-6%	.	?	-10
CCNC(=S)N1CCN(CCN=CC2=C(O)CC(c3cccs3)CC2=O)CC1 (stereo unspecified)	0%	-2%	-1%	0%	14%	-3%	-3%	6%	2%	-2%	-8
Further compounds
SMILES	NPC1 prom act	Menin MLL FP TR	FLuc counter	RORg inh	ELG1 repair inh	MBNL1 CUG block	Mito fusion act	Rab9 prom act	PKM2 act	VP16 counter	KCNH2 3.1 inh
C=CCc1c(OC(C)=O)c2ccccc2n(C)c1=O	0%	?	0%	5%	3.3µM*	-20%	0%	0%	-16%	-1%	6
Cc1sc(NC(=O)c2ccco2)c(CN2CCN(Cc3ccccc3)CC2)c1C	-3%	?	?	16%	13µM*	0%	12%	2%	-9%	-8%	-34
CCOC(=O)C1CCN(C(=O)c2oc3ccc4c(c3c2C)C(O)CC2(CCCCC2)O4)CC1 (stereo unspecified)	-4%	?	1%	8%	-15%	10%	-13%	-15%	.	3%	6
C#CCSc1nnc(-c2ccc(O)cc2)o1	27%	-4%	?	19%	?	.	1%	?	-4%	-11%	-46
CCCC(=O)Nc1cc(-c2cn3cccnc3n2)ccc1OC	-1%	-3%	-4%	-9%	?	10%	2%	3%	0%	-4%	8
CCOc1ncccc1C(=O)N(CC)CC(=O)NCc1ccc(F)cc1	6%	-11%	0%	-17%	?	2%	0%	7%	0%	5%	-11
Cc1ccc(-n2c(SCC(=O)N3CCCCC3)nc(O)c(Cc3ccccc3)c2=O)cc1	-6%	.	1%	10%	2%	-6%	9%	-5%	.	-3%	2
CC(C)Cc1nn2c(=O)cc(CSCC(=O)Nc3ccccc3F)nc2s1	2%	.	1%	12%	9%	2%	2%	-3%	.	-2%	-22
CC12CN(C(=O)c3ccccc3Br)CC(C)(CN(C(=O)c3ccccc3Br)C1)C2=O	-1%	.	-2%	10%	-1%	11%	-1%	-1%	-2%	-2%	0
COc1cc(-c2ncc3ccccn23)cc(OC)c1OC	1%	-10%	-1%	4%	-13%	19%	-4%	-3%	22%	-4%	3
COc1ccc(CC2(CO)CCN(C(=O)NCc3ccccc3)CC2)cc1	0%	-7%	6%	24%	-5%	-1%	5%	-4%	1%	-3%	15
COc1ccc(Nc2nc(Cl)nc(Nc3ccc(OC)cc3OC)n2)c(OC)c1	-6%	-2%	1%	15%	0%	1%	4%	-1%	-1%	-4%	1

As entered above:
Reading for CCc1c(C)nc2nc(SCc3ccccc3)[nH]n2c1=O in Rab9 prom act: 0%
Reading for CCOC(=O)/C(C#N)=C/c1cccc([N+](=O)[O-])c1 in FLuc counter: -3%
Reading for OCCNCCOCCOc1ccccc1-c1ccccc1 in NPC1 prom act: 0%

Single records, as listed above. Values in the order: NPC1 prom act, Menin MLL FP TR, FLuc counter, RORg inh, ELG1 repair inh, MBNL1 CUG block, Mito fusion act, Rab9 prom act, PKM2 act, VP16 counter, KCNH2 3.1 inh
Cc1ccc(-n2c(SCC(=O)N3CCCCC3)nc(O)c(Cc3ccccc3)c2=O)cc1 in the list: -6%, ., 1%, 10%, 2%, -6%, 9%, -5%, ., -3%, 2
CCCC(=O)Nc1cc(-c2cn3cccnc3n2)ccc1OC in the list: -1%, -3%, -4%, -9%, ?, 10%, 2%, 3%, 0%, -4%, 8
COc1ccc(Nc2nc(Cl)nc(Nc3ccc(OC)cc3OC)n2)c(OC)c1 in the list: -6%, -2%, 1%, 15%, 0%, 1%, 4%, -1%, -1%, -4%, 1

Assay outcomes deposited in PubChem BioAssay by National Center for Advancing Translational Sciences (NCATS).
